# H1N1 NS1A inhibition: H1N1 influenza NS1A inhibitors, functional cell based assay (AID 504329). NS1A functional cell-based assay, percent inhibition; higher % means a stronger effect. inhibition, % at 12.5 µM, or IC50 in µM where a hit was titrated. 340,000 compounds, 0.3% hits; in the data active = a potency from the dose series; inconclusive = inhibition above about 27% without an active follow-up result; note: strong numbers were not always called active
# inhibitors of VEEV: inhibitors of VEEV TC-83 cytopathic effect, confirmation, Vero cells (AID 588727); Vero cells, VEEV TC-83 cytopathic effect inhibition; higher % means a stronger effect; one-dose inhibition, % at 20 µM; IC50 in µM for titrated hits; 350,000 compounds, 0.13% hits; in the data active = a potency from the dose series; inconclusive = inhibition mostly from about 14% at the one dose, without a potency; inactive = the rest, 99 in 100 with inhibition below about 12%; note: strong numbers were not always called active
# PhoP GFP inhibition: PhoP regulon inhibitors, Salmonella typhi PhoP promoter GFP reporter, confirmatory (AID 1850). Salmonella Typhi PhoP-promoter GFP reporter, fluorescence, 4 h; higher % means a stronger effect. one-dose inhibition, % at 50 µM; IC50 in µM for titrated hits. 310,000 compounds, 0.33% hits; in the data active = a potency from the dose series; inconclusive = inhibition mostly from about 25% at the one dose, without a potency; inactive = the rest, 99 in 100 with inhibition below about 19%;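 note: 0% = induced wells with vehicle and 100% = uninduced wells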
# tuberculosis growth: growth inhibition of non-replicating M. tuberculosis (AID 488890). inhibition, % at 25 µM, or IC50 in µM where a hit was titrated. Mycobacterium tuberculosis non-replicating, growth inhibition; higher % means a stronger effect. 320,000 compounds, 0.39% hits; in the data active = a potency from the dose series; inconclusive = inhibition mostly from about 82% at the one dose, without a potency; inactive = the rest, 99 in 100 with inhibition below about 76%;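 note: plate controls were DMSO cells for no effect and high antibiotic wells for full effect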
# H37Rv inhibition: M. tuberculosis growth inhibition, HTS (AID 449762) | M. tuberculosis H37Rv growth inhibition, 7H9 media; higher % means a stronger effect | inhibition, % at 25 µM; hits with a dose series show IC50 in µM | 330,000 compounds, 0.59% hits; in the data active = a potency from the dose series; inconclusive = inhibition above about 70% without an active follow-up result;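 note: bacterial growth assessed after seven days of incubation; strong numbers were not always called active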
# inhibitors of VEEV 10K pilot screen: second read-out of inhibitors of VEEV, no call of its own (marks repeat the call); inhibition, %; measured here: 10K pilot screen inhibition
# Numbers without * were called inactive; i = inactive; ? = inconclusive; . = no result given.
SMILES,H1N1 NS1A inhibition,inhibitors of VEEV,PhoP GFP inhibition,tuberculosis growth,H37Rv inhibition,others
COc1ccc(-c2ccc(=O)n(CC(=O)NCC3COCCO3)n2)cc1 (stereo not drawn),-3%,1.0%,-6%,-8%,1%,
Cc1cc2c(cc1S(=O)(=O)Nc1cccc(F)c1)n(C)c(=O)c(=O)n2C,-2%,0.0%,-17%,1%,-6%,
Cc1ccc(O)c(C(CC(=O)NCc2ccco2)c2ccccc2)c1 (stereo not drawn),1%,6.9%,-13%,9%,-6%,
C[C@@H](NC(=O)c1nc[nH]c1C(=O)NCc1ccccc1)c1ccccc1,-14%,9.9%,.,57%,0%,
CCOC(=O)C1(C)/C(=N/Nc2ccc(Cl)cc2)C(=O)C(=O)N1c1ccccc1 (stereo not drawn),11%,0.5%,-5%,38%,?,
COc1ccccc1-c1nn(Cc2ccccc2)cc1C(=O)N1CCN(c2ncccn2)CC1,-15%,6.7%,.,13%,3%,
O=C(NCC1CCCO1)c1csc2c1CCCC2 (stereo not drawn),-4%,0.7%,-8%,19%,1%,
CNc1ccc(OC(F)F)cc1C(=O)c1ccccc1,-4%,1.9%,0%,-1%,1%,
Cc1ccc(NC(=O)c2ccc3ccccc3n2)nc1,-14%,6.9%,-5%,14%,5%,
O=C(CN(CC1CCCO1)C(=O)CNS(=O)(=O)c1ccc(F)cc1)NCc1ccccc1 (stereo not drawn),6%,2.1%,-9%,-16%,4%,
Cc1ccc(OCC(=O)c2cc(C)n(C3CC3)c2C)c([N+](=O)[O-])n1,-2%,i,2%,48%,8%,
Cc1[nH]c(=O)[nH]c(=O)c1S(=O)(=O)Nc1cccc(C(F)(F)F)c1,-7%,2.5%,11%,-7%,11%,
Cc1cc(OCC(=O)NCCN2CCOCC2)cc(C)c1Cl,8%,0.2%,10%,-5%,1%,
COCc1cc(=O)[nH]c(SCC(=O)Nc2ccccc2)n1,-2%,i,-1%,2%,-11%,
CCOc1cccc(OCCOc2ccccc2[N+](=O)[O-])c1,-3%,1.1%,4%,67%,4%,
COc1ccc(C(C#N)(CCC#N)CCC#N)cc1OC,2%,5.5%,5%,-4%,-5%,
Cc1ccc(NC(=O)c2cc(NC(=O)C3CC=CCC3C(=O)O)ccc2N2CCOCC2)cc1Cl (stereo not drawn),-2%,i,-5%,12%,9%,
Cc1cc(C)cc(N=c2c([N+](=O)[O-])nn(-c3ccc4c(c3)OCCO4)n2O)c1,12%,2.6%,6%,5%,19%,
COc1ccc(/C=C/C(=O)OCc2cc(=O)n3c(n2)sc2ccccc23)cc1,27%,i,-7%,22%,1%,
CC1CCCCN1c1ncnc2ccccc12 (stereo not drawn),-3%,i,-3%,-1%,-4%,

# The last 2 compounds of the part before come first, to join the parts.
SMILES,H1N1 NS1A inhibition,inhibitors of VEEV,PhoP GFP inhibition,tuberculosis growth,H37Rv inhibition,others
COc1ccc(/C=C/C(=O)OCc2cc(=O)n3c(n2)sc2ccccc23)cc1,27%,i,-7%,22%,1%,
CC1CCCCN1c1ncnc2ccccc12 (stereo not drawn),-3%,i,-3%,-1%,-4%,
NC(=O)CC(NC(=O)Cc1ccc(Br)cc1)c1ccc(N2CCC(N3CCCC3)CC2)c([N+](=O)[O-])c1 (stereo not drawn),15%,i,6%,-12%,-2%,inhibitors of VEEV 10K pilot screen=2.0
O=C(NCc1nc2ccccc2[nH]1)C1=C[C@@H](C2CCCCC2)C[C@@H](OCCCCO)O1,-14%,0.7%,-5%,43%,4%,
COc1ccc(C(=O)c2oc3ccccc3c2N)cc1,-10%,i,-1%,13%,6%,inhibitors of VEEV 10K pilot screen=5.2
O=C(Nc1ccc(C(=O)NCCCN2CCCCC2)cc1)C1=CSCCO1,-4%,0.8%,4%,3%,4%,
COC(=O)N/N=C/c1cc(C)n(-c2ccccc2)c1C,5%,1.7%,-1%,14%,1%,
Nc1nnc(CCN2C(=O)CSC2=O)s1,-2%,2.0%,2%,13%,1%,
N#Cc1c(-c2cccs2)cc(C2CC2)nc1SCC(N)=O,3%,3.0%,19%,-1%,-3%,
O=C(c1ccc(S(=O)(=O)N2CCOCC2)cc1)N(c1ccccn1)C1CCCCC1,-1%,0.3%,4%,-6%,3%,
Cc1c(Cl)c([N+](=O)[O-])nn1CCCC(=O)Nc1cc(Oc2ccccc2)cc([N+](=O)[O-])c1,0%,0.2%,-5%,37%,?,
COc1ccccc1CNS(=O)(=O)CCNCCc1ccccc1,-1%,3.6%,.,.,.,
CCOc1cccc2cc(C(N)=O)c(=NCc3ccccc3)oc12,-3%,1.5%,-11%,11%,6%,
Cc1ccc(C(=O)NCc2ccc(Cl)cc2)o1,-2%,1.6%,-3%,79%,-12%,
CCN(CC)CCCOC(=O)C(OC(C)C)(c1ccccc1)c1ccccc1,-7%,i,-11%,35%,2%,
Oc1ccccc1C1CCCCC1c1ccccc1 (stereo not drawn),-5%,2.8%,-17%,7%,-2%,
CCC(=S)/C=C1\Sc2ccc3ccccc3c2N1CCCS(=O)(=O)O,.,.,2%,-7%,6%,
CCOc1ccc(S(=O)(=O)N2CCCCC2)cc1NC(=O)CCc1ccc(OC)cc1,4%,1.1%,.,-8%,-7%,
O=C(CCNC(=O)Cn1ccc2ccccc2c1=O)NCCN1CCN(c2ccccc2F)CC1,-8%,0.7%,6%,-2%,5%,
O=C(Nc1c(C(=O)N2CCOCC2)cnn1-c1ccccc1)c1ccco1,3%,4.1%,6%,3%,0%,
COc1ccc(-c2csc(NC(=O)c3ccco3)n2)cc1,-14%,8.1%,-11%,4%,65%,
Cc1cc(C)cc(N(CC(=O)NC2CCCCC2)C(=O)CCC(=O)Nc2cc(C)ccn2)c1,-4%,1.2%,.,.,.,
CC(=O)c1ccc(OCC(C)C)c(Cc2c(O)nc(N)[nH]c2=O)c1,5%,i,-4%,3%,-4%,
O=C(NCc1cccs1)c1cccnc1C(=O)O,4%,0.4%,-5%,-5%,-9%,
CCCC[n+]1ccc(-c2nc3ccc([N+](=O)[O-])cc3[nH]2)cc1,2%,i,0%,6%,10%,
CCOc1ccc(CCNC(=O)Cc2ccc(NC3=NC4CS(=O)(=O)CC4S3)cc2)cc1 (stereo not drawn),24%,0.1%,-2%,-10%,-11%,
O=C(N/N=C/c1ccc(O)cc1O)c1ccc(CN2C(=O)c3cccc4cccc2c34)cc1,-11%,7.2%,10%,42%,9%,
CCC(=O)N1N=C(c2ccc(NS(C)(=O)=O)cc2)CC1c1ccc(N(C)C)cc1 (stereo not drawn),13%,0.1%,-7%,-3%,1%,inhibitors of VEEV 10K pilot screen=1.9
COc1ccc(S(=O)(=O)N2CCC(C(=O)N3CCCC3)CC2)cc1C,3%,i,5%,-4%,-1%,
COc1ccccc1N1CCN(c2cc(=O)n(-c3ccc(Cl)cc3)c(=O)[nH]2)CC1,4%,0.2%,-9%,.,0%,
CNC(=O)CSP(=S)(OC)OC,-1%,0.7%,.,.,.,
Cc1c(CCC(=O)N2CCC(C(=O)O)CC2)c(=O)oc2cc3oc4c(c3cc12)CCCC4,2%,0.8%,8%,16%,-10%,
O=S(=O)(c1ccc(F)cc1F)N1CCN(CCO)CC1,-2%,i,.,.,.,
COc1ccc(OCC(=O)Nc2ccc(OC)c(S(=O)(=O)N3CCCCC3)c2)cc1,-3%,9.7%,9%,2%,9%,
CCOC(=O)c1cc(CC)sc1/N=C/c1c(O)[nH]c(=S)[nH]c1=O,13%,0.3%,-9%,11%,1%,
CC(C)NCc1cccc([N+](=O)[O-])c1,0%,0.3%,-8%,-25%,2%,
CN(C)S(=O)(=O)c1ccc(NC(=O)CSc2n[nH]c(=O)n2C2CC2)cc1,-2%,3.3%,4%,-4%,-1%,
CCOc1ccc(CCNS(=O)(=O)c2c(C)nc3scc(C)n3c2=O)cc1OCC,-6%,i,-13%,-13%,1%,
Cc1cccc(Oc2ccccc2NC(=O)C2=COCCO2)c1,-16%,0.4%,.,24%,5%,
COc1ccc(C2C(C(C)=O)=C(O)C(=O)N2c2ccc(F)cc2)cc1 (stereo not drawn),0%,0.6%,-3%,20%,7%,
COc1ccc(-c2nc(CS(=O)CC(=O)NCc3ccccn3)c(C)o2)cc1 (stereo not drawn),5%,0.2%,-6%,37%,1%,
O=C(OCC(=O)c1ccc(Cl)cc1Cl)c1cnccn1,6%,i,-12%,20%,-6%,
CCCCN1C(=O)C(O)(CC(=O)c2ccccc2OC)c2ccccc21 (stereo not drawn),-10%,0.9%,-2%,2%,-9%,
Cn1cccc1C(=O)NC(=O)COC(=O)CC12CC3CC(CC(C3)C1)C2,0%,4.8%,-1%,-6%,-9%,
CCCNS(=O)(=O)c1ccc(OCC(=O)Nc2ccc3c(c2)OCCO3)c(C)c1,-1%,1.7%,7%,-4%,1%,
CCOc1ccc2nc(N3CCCC(C(=O)NC4CCCC4)C3)sc2c1 (stereo not drawn),-1%,10%,8%,5%,5%,
Cc1c(CN2CCC(CO)(CCOc3ccccc3)CC2)[nH]c2ccc(Cl)cc12,14%,i,1%,i,?,
Cc1ccc(C(=O)N/C(=C/c2cn(-c3ccccc3)nc2-c2ccccc2)C(=O)O)cc1,-4%,0.3%,7%,7%,-11%,
CCN(CC)c1nc(C(N)=O)cc(-c2ccccc2)n1,-2%,i,0%,25%,5%,
CCN(CC)CCC(=O)N1c2ccccc2CCc2ccc(NC(=O)OC(C)C)cc21,0%,i,-3%,28%,9%,
CC(=O)c1ccc(NC(=O)c2ccc(CNc3c(N4CCOCC4)c(=O)c3=O)cc2)cc1,-8%,1.1%,-12%,70%,?,
C=CCn1c(SCC(=O)Nc2ccc(OC)cc2)nnc1-c1cnccn1,-4%,i,3%,9%,0%,
COc1ccc(C(=O)Cn2c(NCCCl)nc3ccccc32)cc1,-2%,i,-4%,21%,1%,
Cc1csc(NC(=O)C2CC(=O)N(c3ccc(C)c(C)c3)C2)n1 (stereo not drawn),-4%,3.4%,12%,23%,?,
CCC(=O)Nc1cc(OC)cc(OC)c1,8%,0.2%,2%,11%,-6%,
COc1ccc(Cl)cc1C(=O)NNC(=O)c1csc(N2CCOCC2)n1,-9%,2.9%,-2%,46%,34%,
CCC(C)c1ccc(NC(=S)NC2CCN(Cc3ccccc3)CC2)cc1 (stereo not drawn),1%,5.9%,1%,?,62%,
CC(=O)Nc1ncc(Cc2cc(Cl)ccc2Cl)s1,9%,0.4%,-7%,7%,4%,
NCCCn1c(C(=O)c2ccc(Cl)cc2)c2ccc(C(F)(F)F)cc2[n+]1[O-],-6%,5.4%,11%,26%,2%,
O=C(NCCc1ccccc1)/C(=C\c1ccc([N+](=O)[O-])cc1)NC(=O)c1ccc(Br)cc1,14%,1.7%,0%,-35%,-6%,
O=C(CCNC(=O)N1CCn2c1nc1ccccc12)NCc1ccccc1,-2%,i,4%,9%,-3%,
CC(C)(C)C(=O)N1CCN(c2nc3ccc(Cl)cc3s2)CC1,-26%,1.9%,-1%,22%,14%,

# Random excerpt: 7 compounds from above, in no set order.
SMILES,H1N1 NS1A inhibition,inhibitors of VEEV,PhoP GFP inhibition,tuberculosis growth,H37Rv inhibition,others
CCN(CC)c1nc(C(N)=O)cc(-c2ccccc2)n1,-2%,i,0%,25%,5%,
CC(=O)Nc1ncc(Cc2cc(Cl)ccc2Cl)s1,9%,0.4%,-7%,7%,4%,
Cc1ccc(C(=O)N/C(=C/c2cn(-c3ccccc3)nc2-c2ccccc2)C(=O)O)cc1,-4%,0.3%,7%,7%,-11%,
COc1ccc(C(=O)Cn2c(NCCCl)nc3ccccc32)cc1,-2%,i,-4%,21%,1%,
O=C(CCNC(=O)N1CCn2c1nc1ccccc12)NCc1ccccc1,-2%,i,4%,9%,-3%,
NCCCn1c(C(=O)c2ccc(Cl)cc2)c2ccc(C(F)(F)F)cc2[n+]1[O-],-6%,5.4%,11%,26%,2%,
COc1ccc(Cl)cc1C(=O)NNC(=O)c1csc(N2CCOCC2)n1,-9%,2.9%,-2%,46%,34%,

# Going on with the list.
SMILES,H1N1 NS1A inhibition,inhibitors of VEEV,PhoP GFP inhibition,tuberculosis growth,H37Rv inhibition,others
COc1ccc(OC)c(/C=N/NC(=O)CN2CCSCC2)c1,0%,0.5%,-1%,-8%,3%,
COc1ccc(CC(=O)Nc2ccccc2C(=O)N2CCOCC2)cc1OC,1%,0.1%,-6%,-5%,-11%,
O=C(CCc1nc2ccccc2c(=O)[nH]1)NNC(=O)c1ccccc1Cl,1%,9.6%,2%,-24%,-1%,
Cc1ccc(CNc2ccc([N+](=O)[O-])cc2C(N)=O)cc1,-1%,i,-3%,.,2%,inhibitors of VEEV 10K pilot screen=1.5
CCOc1ccc(OCc2ccc(C(=O)N3CCCCC3)o2)cc1,-6%,3.2%,-7%,53%,-7%,

# Screens: PubChem, Southern Research Specialized Biocontainment Screening Center
